Source: PubChem BioAssay
ATXN2 expr inh: Primary qHTS for Inhibitors of ATXN expression; HEK-293 ATXN2-luciferase reporter, luminescence, 24 h; Potency, µM (top dose mostly 57 µM), for the others: at the highest dose activity change, negative = inhibition, actives largely listed as inhibitors; 360,000 tested, 0.72% active; note: potency is the fitted concentration of half-maximal effect; % is set by controls: 0 for no effect and ±100 for the full control effect; nearly all actives have a fitted effect of over 55% in size
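ATXN2-luciferase reporter cells (luciferase flanked by upstream and downstream ATXN2 gene portions) were treated 24 h at 37 °C with compounds at up to 57 uM. SteadyGlo luminescence gave expression; GF-AFC fluorescence gave viability.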
MCF10A rerep: A quantitative high throughput screen for small molecules that induce DNA re-replication in MCF 10a normal breast cells. Potency, µM (highest dose often 46.1 µM), without a hit: at the highest dose activity, positive = re-replication, most hits filed as activators. 350,000 tested, 2.9% active. MCF 10A DNA re-replication, Hoechst nuclear intensity, 48 h; note: potency is the fitted concentration of half-maximal effect; % of control where 0% means no effect; nearly all actives have a fitted effect of over 50% in size
ATXN viability: Viability Counterscreen for Primary qHTS for Inhibitors of ATXN expression. AID 651635, 2014. Potency, µM (top dose mostly 56.7 µM), most hits filed as cytotoxic. S2 cells (HEK-293 line with an ATXN2-luciferase reporter) viability, CellTiter-Fluor protease fluorescence, 24 h. 400,000 tested, 0.49% active; note: potency is the fitted concentration of half-maximal effect; nearly all actives have a fitted effect of over 40% in size
SW480 rereplic: A quantitative high throughput screen for small molecules that induce DNA re-replication in SW480 colon adenocarcinoma cells | AID 624297, 2012 | Potency, µM (series often up to 46.1 µM), for the others: at the top dose re-replication activation, most hits filed as activators | SW480 DNA re-replication, Hoechst DNA content imaging, 48 h | 340,000 tested, 1.8% active; note: potency is the fitted concentration of half-maximal effect; % of control where 0% means no effect; nearly all actives have a fitted effect of over 55% in size
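Cells (250 per well) received 23 nL compound or DMSO by pin tool and were kept 48 hr at 37 C, 5% CO2. Nuclei were then stained with Hoechst for 40 min and scanned for DNA content.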
HT1080-NT tox: qHTS for induction of synthetic lethality in tumor cells producing 2HG: qHTS for the HT-1080-NT fibrosarcoma cell line; HT-1080-NT fibrosarcoma viability, CellTiter-Glo ATP luminescence, 48 h; Potency, µM (series often up to 46.1 µM), for the others: at the highest dose activity, negative = less viability, most hits filed as cytotoxic; 360,000 tested, 1.6% active; AID 686970, 2013;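 note: NT is the 2HG producing partner of a matched IDH1 knockdown line; potency is the fitted concentration of half-maximal effect; 0% = DMSO-treated cells and -100% = media-only wells without cells; nearly all actives have a fitted effect of over 55% in size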
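750 cells/well, RPMI + 5% FBS; 2 h settle, compound pin-transfer, 48 h at 37 degrees C. CellTiter-Glo 10 min RT, luminescence. Normalized to DMSO and media-only wells.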
KB-3-1 tox: qHTS assay for MDR1-selective chemotherapeutics: Primary screen using the parental adenocarcinoma cell KB-3-1. AID 1347075, 2019. KB-3-1 viability, CellTiter-Glo ATP luminescence, 72 h. 400,000 tested, 1.4% active. Potency, µM (top dose mostly 46.1 µM), for the others: at the top dose activity change, negative = cytotoxic, actives largely listed as cytotoxic; note: potency is the fitted concentration of half-maximal effect; % is set by controls: 0 for no effect and ±100 for the full control effect; nearly all actives have a fitted effect of over 60% in size
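72 h, 37 °C compound treatment of KB-3-1 parental cells; CellTiter-Glo added, 10 min, luminescence read. Data corrected against DMSO-only plates and normalized before curve fitting.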
IL-1B inflam inh: qHTS for Inhibitors of Inflammasome Signaling: IL-1-beta AlphaLISA Primary Screen. THP-1 LPS/ATP IL-1B secretion, AlphaLISA, 16 h; active compounds read low. activity change, % at 57.5 µM. 360,000 tested, 4.7% active. AID 743279, 2014; in the data active = activity change below about -50%; inconclusive = mostly about -30% to -49%; note: % is set by controls: 0 for no effect and ±100 for the full control effect
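Secreted IL-1B measured by AlphaLISA bead assay after 16 h compound exposure of THP-1 cells; compounds (final up to 57.5 uM) added 1 h before LPS (250 ng/mL) and ATP (1.25 mM) stimulation; lower signal means less secretion.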
HT1080 IDH1KD tx: qHTS for induction of synthetic lethality in tumor cells producing 2HG: qHTS for the HT-1080-IDH1KD cell line; HT-1080 IDH1 knockdown viability, ATP luminescence, 48 h; Potency, µM (doses to about 46.1 µM), for the others: top-dose activity, negative = toxicity, usual class: cytotoxic; 360,000 tested, 2% active; AID 686971, 2013;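 note: potency is the fitted concentration of half-maximal effect; 0% = DMSO wells and -100% = cell-free medium wells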
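In this qHTS, HT-1080 cells depleted of IDH1 are exposed for 48 h at 37 °C to compound titrations. Toxicity is scored from CellTiter-Glo luminescence, with DMSO as full viability and medium alone as none.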
HepG2 tox: qHTS for Inhibitors of TGF-b: Cytotox Counterscreen | HepG2 CAGA-GFP viability, ATP luminescence, 18 h | Potency, µM (series often up to 46.1 µM), without a hit: top-dose activity change, negative = cytotoxicity, actives largely listed as cytotoxic | 410,000 tested, 0.76% active | AID 588856, 2011; note: potency is the fitted concentration of half-maximal effect; some results filed as inactive show a strong effect at the top dose
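CellTiter-Glo luminescence gave cytotoxicity after 18 hours at 37 degrees C. The cells were HepG2 CAGA-GFP in 1% FBS DMEM, stimulated with 500 pg/mL TGF-beta after compound addition. %Activity was normalised to no-cell wells (complete cell-killing) and DMSO (no toxicity), and curves were fitted and classified.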
* = called active by the depositor; [ ] = remark or other dose. Unless noted, calls come from the whole dose curve; as a rule, active = well fitted curve in the direction sought with a large enough effect; inconclusive = small, poorly fitted or top-dose-only effect, or another doubt; inactive = no such curve, though single readings can be large; an effect the other way counts as inactive or inconclusive. Outcome played no part in choosing rows; overall some 8.9% were active at least once.

`CC(OC(=O)CN1C(=O)c2ccccc2C1=O)C(=O)NC1(C#N)CCCCC1` (configuration not stated) gave ATXN2 expr inh 3%, MCF10A rerep 1%, ATXN viability inactive, SW480 rereplic -15%, HT1080-NT tox -2%, KB-3-1 tox 0%, IL-1B inflam inh -14, HT1080 IDH1KD tx -2% and HepG2 tox 2%.
C#Cc1ccc(NC(=O)C2(C)CCN2C(=O)C2(c3ccccc3)CCCC2)cc1 (configuration not stated) was read as ATXN2 expr inh -25%, ATXN viability inactive, HT1080-NT tox inconclusive, KB-3-1 tox inconclusive, IL-1B inflam inh inconclusive, HT1080 IDH1KD tx inconclusive and HepG2 tox 3%.
For Oc1c(Br)cc(Cl)cc1C=Nc1ccc(N2CCOCC2)cc1 the results were ATXN2 expr inh 0%[11.3 µM], MCF10A rerep -8%, SW480 rereplic 5%, HT1080-NT tox -5%, KB-3-1 tox inconclusive, IL-1B inflam inh 5, HT1080 IDH1KD tx -12% and HepG2 tox 0%.
Cc1ccc(NC(=O)CSc2nc3ccccc3c(=O)n2CCCN2CCCCC2)cc1C was read as ATXN2 expr inh inconclusive, MCF10A rerep 15µM*, SW480 rereplic inconclusive, HT1080-NT tox -14%, KB-3-1 tox inconclusive, IL-1B inflam inh 0, HT1080 IDH1KD tx inconclusive and HepG2 tox 18µM*.
For CC(C)[C@H](NC(N)=O)C(=O)Nc1cccc(S(=O)(=O)NC2=NCCCCC2)c1 the results were ATXN2 expr inh -4%, MCF10A rerep -2%, ATXN viability inactive, SW480 rereplic -2%, HT1080-NT tox 10%, KB-3-1 tox 0%, IL-1B inflam inh 14, HT1080 IDH1KD tx 3% and HepG2 tox -3%.
`O=C(O)c1ccc(S(=O)(=O)NC2CCCCC2)cc1` gave ATXN2 expr inh 0%, MCF10A rerep -3%, ATXN viability inactive, SW480 rereplic 12%, HT1080-NT tox -5%, KB-3-1 tox 9%, IL-1B inflam inh 1, HT1080 IDH1KD tx 3% and HepG2 tox 10%.
COc1ccccc1NC(=O)CCCN1C(=O)C2CC=CCC2C1=O (configuration not stated) was read as ATXN2 expr inh 4%, MCF10A rerep 0%, ATXN viability inactive, SW480 rereplic -10%, HT1080-NT tox 6%, KB-3-1 tox 13%, IL-1B inflam inh -8, HT1080 IDH1KD tx 14% and HepG2 tox 8%.
`Cc1ccccc1N1C(=O)c2sc3nc4c(c(=O)n3c2C1=O)CCC4` gave ATXN2 expr inh inconclusive, MCF10A rerep inconclusive, ATXN viability inactive, SW480 rereplic inconclusive, HT1080-NT tox inconclusive, KB-3-1 tox inconclusive, IL-1B inflam inh -15, HT1080 IDH1KD tx inconclusive and HepG2 tox -15%.
CN1CCN(C2=C(NS(=O)(=O)c3ccccc3)C(=O)c3ccccc3C2=O)CC1 was read as ATXN2 expr inh -27%, MCF10A rerep 0%, ATXN viability inactive, SW480 rereplic 29%, HT1080-NT tox -3%, KB-3-1 tox inconclusive, IL-1B inflam inh 5, HT1080 IDH1KD tx 2% and HepG2 tox -47%.
For COC(=O)C1=C(C)NC(C)=C(C(=O)OC)C1c1ccc(OC(=O)c2ccco2)cc1 the results were ATXN2 expr inh 21%, MCF10A rerep 3%, ATXN viability inactive, SW480 rereplic -3%, HT1080-NT tox -4%, KB-3-1 tox -10%, IL-1B inflam inh -5, HT1080 IDH1KD tx -6% and HepG2 tox 6%.
For Cc1cccc(C)c1N1CCN(S(=O)(=O)N2CCCCC2)CC1 the results were ATXN2 expr inh -27%, MCF10A rerep inconclusive, ATXN viability inactive, SW480 rereplic -8%, HT1080-NT tox -3%, KB-3-1 tox -12%, IL-1B inflam inh -53*, HT1080 IDH1KD tx -13% and HepG2 tox -11%.
`CS(=O)(=O)N1CCC(C(=O)Nc2ccc(Cl)cc2Cl)CC1` gave ATXN viability inconclusive, HT1080-NT tox 3%, KB-3-1 tox 2%, IL-1B inflam inh -18, HT1080 IDH1KD tx -2% and HepG2 tox 1%.
Screening O=c1c2ccccc2nc(/C=C/c2ccccc2)n1CCc1ccccc1 returned ATXN2 expr inh -1%, MCF10A rerep -3%, ATXN viability inactive, SW480 rereplic 0%, HT1080-NT tox 23%, KB-3-1 tox 1%, IL-1B inflam inh -1, HT1080 IDH1KD tx 27% and HepG2 tox -6%.
COc1ccc(C(C#N)N2CCCCCC2)cc1OC (configuration not stated) was read as ATXN2 expr inh 1%, MCF10A rerep 22%, ATXN viability inactive, SW480 rereplic -1%, HT1080-NT tox 13%, KB-3-1 tox -1%, IL-1B inflam inh 7, HT1080 IDH1KD tx 1% and HepG2 tox 0%.
For CCN(CC(=O)NCc1ccc(Cl)cc1)C(=O)Cc1ccccc1[N+](=O)[O-] the results were ATXN2 expr inh -3%, MCF10A rerep 4%, ATXN viability inactive, SW480 rereplic -12%, HT1080-NT tox 12%, KB-3-1 tox 2%, IL-1B inflam inh -2, HT1080 IDH1KD tx -1% and HepG2 tox 1%.
Screening CC1C(=O)N2CCCc3cc(NC(=O)c4ccccc4C(F)(F)F)cc1c32 (configuration not stated) returned ATXN2 expr inh -1%, MCF10A rerep 4%, ATXN viability inactive, SW480 rereplic 19%, HT1080-NT tox -3%, KB-3-1 tox 0%, IL-1B inflam inh 24, HT1080 IDH1KD tx -14% and HepG2 tox -7%.
`CCCSc1nnc2nc3c(nn12)c1ccccc1n3C` gave ATXN2 expr inh -16%, MCF10A rerep 22%, ATXN viability inactive, SW480 rereplic -10%, HT1080-NT tox 2%, KB-3-1 tox 0%, IL-1B inflam inh -21, HT1080 IDH1KD tx -2% and HepG2 tox -56%.
Cc1ccc(S(=O)(=O)NCCC2=CCCCC2)cc1 was read as ATXN2 expr inh -5%, MCF10A rerep inconclusive, ATXN viability inactive, SW480 rereplic -1%, HT1080-NT tox 4%, KB-3-1 tox -25%, IL-1B inflam inh -29, HT1080 IDH1KD tx -7% and HepG2 tox 2%.
CCSc1nnc(NC(=O)CSc2nnc(Cc3cccn3C)n2-c2ccc(F)cc2)s1 was read as ATXN2 expr inh -5%, MCF10A rerep inconclusive, ATXN viability inactive, SW480 rereplic 2%, HT1080-NT tox -6%, KB-3-1 tox 6%, IL-1B inflam inh 18, HT1080 IDH1KD tx 6% and HepG2 tox 0%.
For C/C(=N\Nc1nc2c(s1)CCCC2)c1ccccc1 the results were ATXN2 expr inh 86%[activator], MCF10A rerep inconclusive, ATXN viability inactive, SW480 rereplic inconclusive, HT1080-NT tox inconclusive, KB-3-1 tox -7%, IL-1B inflam inh -6, HT1080 IDH1KD tx inconclusive and HepG2 tox -42%.
For CSc1ccccc1C(=O)NCc1ccc(S(N)(=O)=O)cc1 the results were ATXN2 expr inh 3%, MCF10A rerep -2%, ATXN viability inactive, SW480 rereplic -3%, HT1080-NT tox 16%, KB-3-1 tox 1%, IL-1B inflam inh 0, HT1080 IDH1KD tx 10% and HepG2 tox -2%.
CC1(NC(=O)c2cc(S(=O)(=O)N3CCCCC3)ccc2Cl)CCS(=O)(=O)C1 (configuration not stated) was read as ATXN2 expr inh -18%, MCF10A rerep 1%, ATXN viability inactive, SW480 rereplic -4%, HT1080-NT tox -8%, KB-3-1 tox 1%, IL-1B inflam inh 18, HT1080 IDH1KD tx -2% and HepG2 tox -9%.
COc1ccc(C(=O)CC(=O)C(=O)Nc2ccccc2Cl)cc1 was read as ATXN2 expr inh -10%, MCF10A rerep 7%, ATXN viability inactive, SW480 rereplic 0%, HT1080-NT tox -15%, KB-3-1 tox -8%, IL-1B inflam inh 43, HT1080 IDH1KD tx 5% and HepG2 tox -11%.
c1ccc(-c2nnc(NC3=NCCC3)o2)cc1 was read as ATXN2 expr inh inconclusive, MCF10A rerep -1%, ATXN viability inactive, SW480 rereplic -12%, HT1080-NT tox 0%, KB-3-1 tox -6%, IL-1B inflam inh 28, HT1080 IDH1KD tx -7% and HepG2 tox -17%.
For COc1ccc(C(=O)N2CCC(C(=O)Nc3ccc(OC)c(OC)c3)CC2)cc1 the results were ATXN2 expr inh -5%, MCF10A rerep -3%, ATXN viability inactive, SW480 rereplic -3%, HT1080-NT tox -3%, KB-3-1 tox 4%, IL-1B inflam inh -11, HT1080 IDH1KD tx 5% and HepG2 tox 10%.
`Cc1cccnc1NC(=S)NCc1ccco1` gave ATXN2 expr inh 5%, MCF10A rerep -18%, ATXN viability inactive, SW480 rereplic -1%, HT1080-NT tox 7%, KB-3-1 tox 0%, IL-1B inflam inh 4, HT1080 IDH1KD tx 9% and HepG2 tox -1%.
COc1ccc(Cl)cc1S(=O)(=O)Oc1ccc(NC(C)=O)cc1 was read as ATXN2 expr inh -5%, MCF10A rerep inconclusive, ATXN viability inactive, SW480 rereplic -4%[9.22 µM], HT1080-NT tox -7%, KB-3-1 tox -3%, IL-1B inflam inh -6, HT1080 IDH1KD tx -7% and HepG2 tox -24%.
CCc1nc2c(OCC(=O)C(C)(C)C)cccn2c1N(C)C(=O)CC(C)C was read as ATXN2 expr inh -4%, ATXN viability inactive, HT1080-NT tox 19%, KB-3-1 tox 0%, IL-1B inflam inh 27, HT1080 IDH1KD tx 7% and HepG2 tox -1%.
